Assay outcomes as filed in PubChem BioAssay.
CASP6 VEID inh: inhibitors of human caspase-6 | purified caspase-6, Z-VEID-R110 cleavage fluorescence | inhibition, % at 12.5 µM | hit rate 0.53% among 350,000 | AID 686996;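 active = mean inhibition across replicates at least about 35%, with every replicate also reaching that limit, limit read from the data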;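 also: 0% = median of neutral control wells and 100% = no fluorescence left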
SIRT5 block: sirtuin-5 (human) deacylase inhibition; Q9NXA8; Purified SirT5, succinyl-peptide AMC, trypsin-coupled fluorescence; inhibition, % at 15 µM; hit rate 1.1% among 330,000; in the data active = inhibition above about 15%
DENV2 CPE rescue: protects cells from dengue virus 2 cytopathic effect; AID 651640; hit rate 1.7% among 350,000; DENV2-infected cells, cytopathic effect rescue, plate reader; CPE inhibition, % at 9.99 µM; in the data active = CPE inhibition above about 20%, passing the limit was not always enough; tested in BHK-21 cells;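 also: 0% = median of neutral control wells and 100% = median of positive control wells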
ERp5 block: blocks human ERp5 reductase activity on insulin; ERp5 insulin aggregation, absorbance 650 nm, 90 min; inhibition, % at 9.99 µM; hit rate 0.05% among 350,000; AID 651711;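 active = mean replicate inhibition above about 25%, with every replicate also reaching it, limit read from the data, passing the limit was not always enough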
ERAP1 inh: ERAP1 (human) enzyme inhibition. recombinant ERAP1, Leu-AMC fluorescence, 60 min. Q9NZ08. inhibition, % at 10.7 µM. hit rate 0.15% among 340,000;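 active = mean replicate inhibition of at least 30%, or all replicates individually reaching that 30% level; inactive = mean below 30% and not every replicate reaching it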;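 also: 0% = neutral control wells and 100% = L-leucinethiol positive control wells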
Target sequence (Q9NZ08 whole entry, looked up): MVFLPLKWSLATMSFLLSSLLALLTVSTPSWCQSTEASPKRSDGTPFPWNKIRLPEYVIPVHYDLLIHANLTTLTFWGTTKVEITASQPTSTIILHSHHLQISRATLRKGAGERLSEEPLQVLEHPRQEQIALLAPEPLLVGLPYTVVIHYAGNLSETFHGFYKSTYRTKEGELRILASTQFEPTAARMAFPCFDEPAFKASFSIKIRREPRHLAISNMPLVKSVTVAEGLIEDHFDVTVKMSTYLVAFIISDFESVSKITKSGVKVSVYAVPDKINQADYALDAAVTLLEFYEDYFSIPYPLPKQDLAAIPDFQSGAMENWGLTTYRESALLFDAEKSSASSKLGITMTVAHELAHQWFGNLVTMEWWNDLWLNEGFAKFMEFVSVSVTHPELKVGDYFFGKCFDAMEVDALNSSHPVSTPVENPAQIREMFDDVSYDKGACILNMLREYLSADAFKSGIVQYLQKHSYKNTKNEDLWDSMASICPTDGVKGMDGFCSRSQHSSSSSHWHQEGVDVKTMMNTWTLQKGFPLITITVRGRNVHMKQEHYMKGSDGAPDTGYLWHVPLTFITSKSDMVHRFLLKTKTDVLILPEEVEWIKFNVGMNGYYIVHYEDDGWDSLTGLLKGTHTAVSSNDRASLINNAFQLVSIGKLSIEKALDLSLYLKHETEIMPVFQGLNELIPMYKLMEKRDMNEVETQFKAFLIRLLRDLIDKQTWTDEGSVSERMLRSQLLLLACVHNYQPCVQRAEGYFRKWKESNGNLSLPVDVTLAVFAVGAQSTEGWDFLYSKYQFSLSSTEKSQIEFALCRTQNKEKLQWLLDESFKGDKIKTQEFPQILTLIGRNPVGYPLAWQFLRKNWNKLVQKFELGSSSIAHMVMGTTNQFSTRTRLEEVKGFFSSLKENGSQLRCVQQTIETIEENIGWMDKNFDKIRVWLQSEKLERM
miR-122 sensor: miR-122 inhibition in Huh7 cells; activation (reporter increase), % at 12.5 µM; hit rate 0.3% among 340,000; Huh7 miR-122 Renilla luciferase sensor, 48 h; neutral wells = 0, positive control = 100;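 active = mean replicate activation score at least 90 and every replicate individually at or above 90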;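 also: higher luciferase means less miR-122 activity so hits act as miR-122 inhibitors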
CFTR F508del cor: correctors of CFTR F508del function in bronchial epithelial cells | activity (quench increase), % at 7.58 µM | hit rate 0.36% among 350,000 | CFBE cells, YFP halide quenching; stimulated with forskolin plus potentiator P3; % fluorescence drop versus neutral controls;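 active = mean added fluorescence quench of at least 8% versus neutral control, with both replicates also reaching 8%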;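 also: cells transiently co-express mutant CFTR-F508del with the halide-sensitive YFP; corrector assay measuring rescue of mutant channel to the surface after 24 h compound exposure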
* marks the source's active call; other numbers are inactive results; / = no result given; & = joins results of further samples; [ ] = remark or other dose.

SMILES	CASP6 VEID inh	SIRT5 block	DENV2 CPE rescue	ERp5 block	ERAP1 inh	miR-122 sensor	CFTR F508del cor
O=C(CC1CC1)N1CC2(C1)[C@H](c1ccccc1)[C@H](CO)N2C(=O)c1cnccn1	0	-2	-2	2	2	/	-2.0
COC(=O)c1cn(-c2cccc(C)n2)cn1	0	-3	-1	2	/	5	0.5
O=C(N[C@H]1CC[C@H](CCNC(=O)C2CCC2)O[C@@H]1CO)c1ccccn1	-2	-1	1	-4	-3	/	0.6
COc1ccc(S(=O)(=O)N(C)C[C@H]2Oc3c(NS(=O)(=O)c4cn(C)cn4)cccc3C(=O)N([C@@H](C)CO)C[C@@H]2C)cc1	0	-2	8	-6	1	25[16.7 µM]	1.1
O=C(c1ccco1)N1CCN(Cc2csc(-c3ccccc3Cl)n2)CC1	5	1	0	1	-3	-3	-1.8
C[C@H]1CN([C@@H](C)CO)S(=O)(=O)c2ccc(-c3cccnc3)cc2O[C@@H]1CN(C)C(=O)NC1CCCC1	0	0	3	9	0	5[16.7 µM]	1.2
COc1cc(OC)c2c(-c3cccc(-c4ccc(O)cc4)c3)cc(=O)oc2c1	-1	0	-6	-6	/	99*	-0.5
Cc1ccc(OCCCC(=O)ON=C(N)c2ccccc2C)cc1	-1	5	-9	-1	-2	/	0.5
CC(=O)C1=C(O)C2(C)c3c(O)c(C)c(O)c(C(C)=O)c3OC2CC1=O (stereo not given)	23	3	-2	-5	-1	3	-0.1
O=C(Nc1cccc(Cl)c1)N[C@@H]1CC[C@H](CCNC(=O)C2CCCCC2)O[C@H]1CO	1	0	11	0	2	/	-1.1
O=C(c1ccc(F)cc1)N1CC(=O)N2[C@@H](CO)[C@H](c3ccc(C#CC4CCCCC4)cc3)[C@@H]2C1	0	4	-4	-8	0	/	2.6
C[C@@H]1CN([C@H](C)CO)S(=O)(=O)c2ccc(Br)cc2O[C@H]1CN(C)C(=O)Cc1ccccn1	3&2	-7&0	2&2	-4&-6	-3&0	9	-1.2&-1.0
O=C(CCCN1C(=O)/C(=C\c2cccs2)SC1=S)NNC(=O)c1ccncc1	0	-7	-2	-6	1	/	-0.7
CSCCC(NS(=O)(=O)c1ccccc1F)C(=O)Nc1ccncc1 (stereo not given)	-2	-4	-5	/	-2	/	-1.7
Cc1ccc(S(=O)(=O)N[C@@H]2CC[C@@H](CC(=O)NC3CCCCC3)O[C@H]2CO)cc1	4	-1	-2	-1	0	/	1.5
CCN(CC(=O)NC(C)C)C(=O)c1ccc(Cl)cc1	-5	-4	/	-3	-1	2	0.8
CC(C)(C)OC(=O)N1CCC(C(=O)Nc2cccc(C(=O)N3CCOCC3)c2)CC1	-2	/	7	0	-3	3	-1.3
O=C(Nc1cc(C(F)(F)F)ccc1Cl)c1ccncc1	-2	/	1	0	-2	/	0.4
CC(C)(C)[S@@](=O)N1Cc2cc(C(=O)NCCN3CCCCC3)nc(-c3cccc(-c4ccc(C#N)cc4)c3)c2[C@H]1CCO	3	7	-1	2	3	/	3.0
COc1cccc(/C=C/C(=O)OCC(=O)N2c3ccccc3CC2C)c1 (stereo not given)	2	/	2	-3	-5	-11	-4.8
O=C(CNCc1ccc(F)cc1)Nc1ccccc1[N+](=O)[O-]	-1	1	7	3	0	/	-1.9
C/C(CC(=O)Nc1ccccc1C(F)(F)F)=N\NC(=O)c1cnccn1	-1	/	-7	-1	-4	/	-1.3
Cc1c(NC(=O)Nc2ccccc2)cccc1[N+](=O)[O-]	4	1	-9	-1	2	2	-2.5
Cc1ccc(SCC(=O)OC(C)C(=O)NC2(C#N)CCCCC2)cc1 (stereo not given)	-3	7	-2	3	0	/	0.3
COc1cccc(-c2ccc([C@H]3[C@@H](CO)N4CCCCN(C(=O)c5ccc6c(c5)OCO6)C[C@H]34)cc2)c1	0	4	-5	2	1	-11[16.7 µM]	-3.2
CCC(C)[C@H](NC(=O)Nc1ccc(S(N)(=O)=O)cc1)C(=O)OC (stereo not given in full)	6	-2	3	-9	-5	/	4.3
CC(C)C(=O)N[C@@H]1c2ccccc2CC[C@@H]1OCc1ccccc1	-1	/	-5	0	/	-5	2.2
COC(=O)c1ccc(C2N=C(c3cccs3)CC(c3ccccc3O)N2)cc1 (stereo not given)	2	1	1	-3	1	1	2.6
CCCNC(=O)Nc1ccc2c(c1)C(=O)N(C)C[C@@H](OC)[C@H](C)CN(C(=O)C1CCC1)[C@@H](C)CO2	-1	-6	5	-9	0	2[16.7 µM]	0.0
Cc1ccc(COC(=O)CN2C(=O)NC3(CCCCC3C)C2=O)cc1 (stereo not given)	-1	-2	19	-2	1	-3	-7.4
Cc1cc(=O)oc2c(C)c(OC(C)C(=O)NC(Cc3c[nH]c4ccc(O)cc34)C(=O)O)ccc12 (stereo not given)	6	0	77*	0	2	-5	1.0
CO[C@H]1CN(C)C(=O)c2cc(NS(C)(=O)=O)ccc2OC[C@H](C)N(CC2CCCCC2)C[C@H]1C	/	-1	3	1	-2	-11[16.7 µM]	-1.8
Fc1ccc(Nc2ncnc3ccccc23)cc1	2	-3	-3	1	0	4	2.8
COc1ccc(CNc2ccncc2)c(OC)c1OC	0	-2	-2	6	-1	-21	-2.3
CCCN(CC(=O)Nc1ccccc1C)C(=O)c1ccc(N2CCCC2)c([N+](=O)[O-])c1	6	-2	-6	-11	-4	8	0.7
C[C@@H]1CN([C@@H](C)CO)C(=O)c2cc(NC(=O)CCC(F)(F)F)ccc2O[C@@H](C)CCCCO[C@@H]1CN(C)C(=O)Nc1ccccc1	-1	3	4	3	1	31[16.7 µM]	1.7
COCCNc1nc2nonc2nc1NC(C)c1ccccc1Cl (stereo not given)	3	-2	0	0	0	/	0.9
CCCC#Cc1ccc2c(c1)O[C@@H](CN(C)C(=O)c1ccccn1)[C@H](C)CN([C@H](C)CO)S2(=O)=O	1	-1	2	-9	0	7[16.7 µM]	1.0
COc1ccc(C(=O)N2CCN(c3ccc(NC(=O)c4ccco4)cc3)CC2)cc1	1	-1	-4	3	-1	2	-2.4
Cc1ccc(NC(=S)N2CCC(c3ccccc3)C2)c(Cl)c1 (stereo not given)	3	-1	16	1	1	/	2.1
C[C@H](NC(=O)[C@H]1[C@H](CO)[C@H]2Cn3c(ccc(-c4ccccc4F)c3=O)[C@@H]1N2)c1ccccc1	0	-13	-8	-4	4	1[16.7 µM]	-1.7
CC(C)(C)NC(=O)NC(=O)COC(=O)CCC1CCCC1	1	4	-2	11	0	0	0.2
CC=Cc1ccc2n(c1=O)C[C@H]1[C@H](CO)[C@@H](C(=O)NC3CCCC3)N(C(=O)C3CC3)[C@@H]21 (mixture of isomers)	/	-4	8	/	/	/	1.6
Cc1ccc(NC(=O)NNC(=O)COc2ccc([N+](=O)[O-])cc2)cc1C	-1	-5	9	13	-3	/	6.0
COc1cccc(C(=O)NCC(=O)OCc2ccc(F)cc2Cl)c1	0	0	2	-2	0	/	0.7

Given with values under each structure: entries from further up.
The line under a structure holds: CASP6 VEID inh	SIRT5 block	DENV2 CPE rescue	ERp5 block	ERAP1 inh	miR-122 sensor	CFTR F508del cor
CO[C@H]1CN(C)C(=O)c2cc(NS(C)(=O)=O)ccc2OC[C@H](C)N(CC2CCCCC2)C[C@H]1C
  /	-1	3	1	-2	-11[16.7 µM]	-1.8
Fc1ccc(Nc2ncnc3ccccc23)cc1
  2	-3	-3	1	0	4	2.8
COc1ccc(CNc2ccncc2)c(OC)c1OC
  0	-2	-2	6	-1	-21	-2.3
CCCN(CC(=O)Nc1ccccc1C)C(=O)c1ccc(N2CCCC2)c([N+](=O)[O-])c1
  6	-2	-6	-11	-4	8	0.7
C[C@@H]1CN([C@@H](C)CO)C(=O)c2cc(NC(=O)CCC(F)(F)F)ccc2O[C@@H](C)CCCCO[C@@H]1CN(C)C(=O)Nc1ccccc1
  -1	3	4	3	1	31[16.7 µM]	1.7
COCCNc1nc2nonc2nc1NC(C)c1ccccc1Cl (stereo not given)
  3	-2	0	0	0	/	0.9
CCCC#Cc1ccc2c(c1)O[C@@H](CN(C)C(=O)c1ccccn1)[C@H](C)CN([C@H](C)CO)S2(=O)=O
  1	-1	2	-9	0	7[16.7 µM]	1.0
COc1ccc(C(=O)N2CCN(c3ccc(NC(=O)c4ccco4)cc3)CC2)cc1
  1	-1	-4	3	-1	2	-2.4
Cc1ccc(NC(=S)N2CCC(c3ccccc3)C2)c(Cl)c1 (stereo not given)
  3	-1	16	1	1	/	2.1
C[C@H](NC(=O)[C@H]1[C@H](CO)[C@H]2Cn3c(ccc(-c4ccccc4F)c3=O)[C@@H]1N2)c1ccccc1
  0	-13	-8	-4	4	1[16.7 µM]	-1.7
CC(C)(C)NC(=O)NC(=O)COC(=O)CCC1CCCC1
  1	4	-2	11	0	0	0.2
CC=Cc1ccc2n(c1=O)C[C@H]1[C@H](CO)[C@@H](C(=O)NC3CCCC3)N(C(=O)C3CC3)[C@@H]21 (mixture of isomers)
  /	-4	8	/	/	/	1.6
Cc1ccc(NC(=O)NNC(=O)COc2ccc([N+](=O)[O-])cc2)cc1C
  -1	-5	9	13	-3	/	6.0
COc1cccc(C(=O)NCC(=O)OCc2ccc(F)cc2Cl)c1
  0	0	2	-2	0	/	0.7

Next part.
SMILES	CASP6 VEID inh	SIRT5 block	DENV2 CPE rescue	ERp5 block	ERAP1 inh	miR-122 sensor	CFTR F508del cor
CC(C)(C)N(Cc1ccccc1)C(=O)CSc1ncn[nH]1	-1	-3	-1	-2	0	-6	-2.7
Cc1cccc(C)c1NC(=O)CNCC(=O)N(C)C	1	-2	-4	-2	4	-4	3.6
O=C(Nc1ccc(O)cc1)c1ccc2c(c1)C(=O)N(Cc1ccco1)C2=O	30	/	-6	2	-2	/	/
CC(=O)N(c1ccc2oc(=O)sc2c1)S(=O)(=O)c1cccc2cccnc12	0	-1	2	1	0	1	1.9
CCCN(CC(=O)Nc1ccccc1OC)C(=O)c1cc(-c2ccccc2)nn1-c1ccccc1	-1	1	-5	2	-2	/	-0.6
O=[N+]([O-])c1ccc(N2CCN(C(=S)Nc3ccc(F)cc3)CC2)cc1	1	-3	7	2	3	6	0.4
CC(=O)ONC(=Nc1ccccc1)c1nonc1N	-2	-3	-1	1	/	/	0.2
CC1(C)NC(=O)N(CC(=O)N2CCN(S(=O)(=O)c3ccccc3F)CC2)C1=O	-1	-7	4	7	-8	-4	-0.5
O=C1OCC2=C1C(c1ccc(Cl)cc1)c1cc3c(cc1O2)OCO3 (stereo not given)	-2	/	3	-3	-3	-2	2.2
C[C@H](CO)N1C[C@H](C)[C@H](CN(C)Cc2ccc(Oc3ccccc3)cc2)Oc2ccc(NC(=O)CCN3CCOCC3)cc2CC1=O	1	-6	-7	0	2	0[16.7 µM]	0.4
Cc1ccc(NC(=O)/C(=C/c2cccs2)NC(=O)c2ccco2)c(C)c1	-2	1	/	-2	-3	/	-1.8
O=C(CCCC(=O)OCC(Cl)=C(Cl)Cl)Nc1cccc2ccccc12	-4	1	15	4	-1	/	1.6
C[C@@H]1CCCCO[C@H](CN(C)Cc2ccc3c(c2)OCO3)[C@@H](C)CN([C@H](C)CO)C(=O)c2cc(NC(=O)Nc3ccc(C(F)(F)F)cc3)ccc2O1	-1	1	-19	-4	-2	-2[16.7 µM]	0.1
O=C(CCc1nnc(CCCCc2ccccc2)o1)N1CCN(CCO)CC1	-1	-2	1	6	-1	7	-0.3
C[C@@H]1CCCCO[C@@H](CN(C)C(=O)Nc2cccc3ccccc23)[C@H](C)CN([C@H](C)CO)C(=O)c2cc(NC(=O)Nc3ccc(F)cc3)ccc2O1	1	2	-3	2	-3	-16[16.7 µM]	-0.3

Some values from the list.
CC1(C)NC(=O)N(CC(=O)N2CCN(S(=O)(=O)c3ccccc3F)CC2)C1=O @ CASP6 VEID inh: -1
CCN(CC(=O)NC(C)C)C(=O)c1ccc(Cl)cc1 @ CASP6 VEID inh: -5
